# Assay outcomes: PubChem BioAssay, The Scripps Research Institute Molecular Screening Center
# TAAR1 antag = antagonists of human TAAR1; inhibition, % at 3 µM; CHO RD-HGA16 TAAR1, Fluo-8 calcium fluorescence, antagonist; hit rate 1.5% among 360,000; AID 624466; Q96RJ0;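 active = inhibition above a per-plate cutoff, the mean inhibition of test compounds on that plate plus 3 SD, cut at about 49% in these data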;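 note: 0% = DMSO plus EC80 beta-PEA response and 100% = DMSO alone without agonist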
#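 Test system: RD-HGA16 CHO cells with stable hTAAR1 and Gα16 / Probe or stimulus: EC80 β-phenethylamine stimulus / Times: seeding 17-24 h prior, 75-min 37 °C, 30-min RT dye loading / Detection: Fluo-8 calcium-sensitive fluorescence / Read-out basis: % inhibition scaled between DMSO and EC80 PEA controls / Repeats: singlicate, one well per test compound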
# CHRM1 agonist = activates human CHRM1 receptor | AID 588814 | CHO-K1 hM1, Fluo-8 calcium fluorescence, agonist mode; 0% DMSO, 100% acetylcholine EC100 | activation, % at 3 µM | hit rate 0.33% among 360,000 | P11229;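 active = activation above the run's mean compound activation plus 3 SD, cut at about 16% in these data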;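 note: peak over basal fluorescence ratio within a 140 s kinetic read after compound addition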
# Target sequence (P11229 whole entry, looked up): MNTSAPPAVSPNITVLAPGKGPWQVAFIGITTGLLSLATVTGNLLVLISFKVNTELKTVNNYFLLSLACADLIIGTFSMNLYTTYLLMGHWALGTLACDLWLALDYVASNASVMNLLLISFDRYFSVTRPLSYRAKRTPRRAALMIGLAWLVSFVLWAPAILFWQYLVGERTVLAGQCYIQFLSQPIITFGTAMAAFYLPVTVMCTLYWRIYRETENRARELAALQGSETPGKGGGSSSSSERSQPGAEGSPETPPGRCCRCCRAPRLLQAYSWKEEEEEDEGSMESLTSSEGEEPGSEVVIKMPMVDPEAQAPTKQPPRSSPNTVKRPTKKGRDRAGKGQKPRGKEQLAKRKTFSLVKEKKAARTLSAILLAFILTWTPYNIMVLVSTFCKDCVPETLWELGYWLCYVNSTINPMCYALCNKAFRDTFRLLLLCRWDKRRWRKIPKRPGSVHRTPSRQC
# CHO-K1 Ca ag = counter-screen for M1 agonists: effect in parental CHO-K1 cells; Fluo-8 calcium fluorescence; scaled to maximal ATP response, vehicle zero; activation, % at 3 µM; hit rate 0.48% among 360,000; AID 602248; in the data active = activation above about 15%;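 note: untransfected CHO-K1 host cells lacking M1 receptor as counterscreen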
# OXTR potentiator = potentiators of human oxytocin receptor; activation, % at 3 µM; hit rate 0.061% among 320,000; CHO-OTR cells, Fluo-8 calcium fluorescence, potentiator mode; 0% = oxytocin EC15, 100% = EC100; P30559;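 active = activation above that plate's cutoff, the mean activation of tested compounds plus 3 SD, cut at about 6.6% in these data, passing the limit was not always enough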;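 note: 100% uses oxytocin at 75 nM as the full agonist control; some results filed as inactive read as strong as hits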
# Target sequence (P30559 whole entry, looked up): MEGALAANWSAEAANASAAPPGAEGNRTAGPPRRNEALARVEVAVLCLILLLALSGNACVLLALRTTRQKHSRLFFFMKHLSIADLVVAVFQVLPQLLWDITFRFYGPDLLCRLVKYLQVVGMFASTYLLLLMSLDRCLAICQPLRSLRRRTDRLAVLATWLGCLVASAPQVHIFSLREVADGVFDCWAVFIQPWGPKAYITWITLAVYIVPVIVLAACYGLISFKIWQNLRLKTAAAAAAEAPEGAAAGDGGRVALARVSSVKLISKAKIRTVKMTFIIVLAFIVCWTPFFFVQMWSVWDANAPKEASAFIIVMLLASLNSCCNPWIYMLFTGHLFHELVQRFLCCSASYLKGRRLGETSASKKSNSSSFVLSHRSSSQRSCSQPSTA
#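 Replication – single well per compound, singlicate · Assay system – CHO cell line stably expressing human OTR · Timing – 6 min pre-incubation, 100 s read · Measure – normalized max/min fluorescence ratio, % activation · Doses – 3.0 µM, one dose · Detection – Fluo-8 calcium dye fluorescence · Probe or stimulus – oxytocin near EC15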
# CHO parental Ca = counter-screen for OX1R antagonists: effect in parental CHO cells; inhibition, % at 5.6 µM; hit rate 0.63% among 330,000; parental CHO-K1, ATP-induced calcium, Fluo-8 fluorescence;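 active = inhibition above that plate's mean sample inhibition plus 3 SD, cut at about 26% in these data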;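 note: 0% = ATP-challenged DMSO wells and 100% = DMSO wells without ATP; some compounds past the cut are filed as inactive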
#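 Assay system – parental CHO cells · Reagent – ATP stimulus · Detection – intracellular calcium via Fluo-8 no-wash fluorescent dye · Evaluation – percent inhibition of ATP-evoked calcium rise, normalized to controls · Controls – ATP wells versus no-ATP DMSO wells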
# CHO-K1 Ca antag = counter-screen for M1 antagonists: effect in parental CHO-K1 cells; inhibition, % at 3 µM; hit rate 0.6% among 360,000; ATP-induced calcium, Fluo-8 fluorescence;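 active = inhibition above a per-plate cutoff, the plate's mean sample inhibition plus 3 SD, cut at about 24% in these data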;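 note: 0% = DMSO plus EC80 ATP and 100% = DMSO alone without ATP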
# TAAR1 ag = agonists of human TAAR1 | hit rate 0.99% among 360,000 | activation, % at 3 µM | CHO RD-HGA16 TAAR1, Fluo-8 calcium fluorescence; vehicle wells 0%, saturating PEA agonist 100%;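 active = activation above the mean activation of all test compounds in the run plus 3 SD, cut at about 38% in these data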
#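 Assay system – CHO-derived RD-HGA16 cells with stable Gα16 and human TAAR1 · Compound dosing – one-point dosing at 3 µM (nominal) · Incubation – 17-24 h seeding, 75 min 37 °C dye, 30 min RT · Measured by – kinetic Fluo-8 calcium fluorescence · Control set – DMSO vehicle as 0%, PEA at EC100 as 100% · Repeats – single well for each compound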
# CHRM1 antagonist = blocks human M1 muscarinic receptor; P11229; CHO-K1 hM1, Fluo-8 calcium fluorescence, ACh EC80 antagonist; inhibition, % at 3 µM; hit rate 1.3% among 360,000;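 active = percent inhibition above its own plate's cutoff, namely the mean of that plate's compound wells plus 3 SD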;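 note: peak over basal fluorescence ratio during 140 s after agonist addition; 0% = ACh EC80 plus DMSO and 100% = DMSO alone without agonist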
# M1 PAM parental = counter-screen for M1 PAMs: effect in parental CHO-K1 cells. hit rate 0.02% among 360,000. ATP EC20, Fluo-8 calcium fluorescence; 0% at ATP EC20, 100% at ATP max. activation, % at 3 µM;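 active = activation above the run cutoff, the mean activation of all test compounds plus 3 SD, cut at about 40% in these data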;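 note: peak over basal fluorescence ratio in a 140 s read after ATP addition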
# Numbers without * were called inactive; nt = not tested or not shown.
mol,TAAR1 antag,CHRM1 agonist,CHO-K1 Ca ag,OXTR potentiator,CHO parental Ca,CHO-K1 Ca antag,TAAR1 ag,CHRM1 antagonist,M1 PAM parental
COc1ccc2oc(C)c(C(N)=O)c2c1,-5,-5,0.1,-11,-5,-2,0,-12,12
COc1ccc(C)cc1NC(=O)c1ccccc1NS(=O)(=O)c1cccc2cccnc12,-26,-4,0.3,7,-12,-10,1,-13,24
O=C(COc1ccc(F)cc1)N1CCCCCCC1,-14,-5,0.4,1,3,-8,2,-1,8
O=C(Nc1cnccn1)c1csc2ccccc12,1,-5,-0.4,-6,-11,-16,3,-18,8
O=C(CN(Cc1ccco1)C(=O)CNS(=O)(=O)c1ccccc1)NC1CCCCC1,10,-4,0.6,nt,nt,-4,1,-8,11
COc1ccc(C(=O)CCc2ccccc2)c(O)c1,-42,-3,2.1,-7,-13,29*,0,20,-27
N#CC1=C(N)Oc2cc(O)ccc2C1C1CCCCC1 (configuration not stated),15,-4,0.7,-11,-6,3,10,-23,12
COCCCNC(=O)CSc1nc2ccccc2c(=O)n1CCCC(=O)NCC1CCCO1 (configuration not stated),-2,-4,0.7,4,0,-5,12,-4,22
CC(=O)Nc1sc(/C(C#N)=C/c2ccc(Cl)c(Cl)c2)nc1-c1ccc(C)cc1,81*,8,3.6,nt,nt,15,68*,17,15
O=[N+]([O-])c1cccc(N(CC2CO2)S(=O)(=O)c2ccccc2)c1 (configuration not stated),1,-6,0.8,0,-16,-16,4,1,7
O=C(COC(=O)C1(c2ccccc2F)CCCC1)N1CCNC1=O,-15,-7,1.8,nt,nt,2,7,-2,15
COc1ccc(S(=O)(=O)N2CCOCC2)cc1NC(=O)CCCOc1ccc(Cl)cc1C,34,-3,0.8,-10,-16,-12,0,-2,-1
CSc1ccc(CN2CCC2(C)C(=O)NCc2ccccc2Br)cc1 (configuration not stated),-42,-3,0.4,nt,nt,-8,-1,7,17
CCOc1ccccc1N(CC(=O)N(C)Cc1ccccc1)S(=O)(=O)c1ccccc1,-19,-6,0.7,-10,-20,-12,-2,-8,14
O=C(OCc1cn([C@H]2CN(C(=O)c3cccs3)[C@@H](c3ccccc3)C[C@@H]2O)nn1)c1ccccc1,0,-3,3.8,nt,nt,-13,3,-4,23
COc1cccc(OCCCn2ccnc2)c1,-10,-4,0.8,-3,-3,0,8,-19,14
CCCCS(=O)(=O)N1CN(S(=O)(=O)CCCC)C2NC(=O)NC21 (configuration not stated),-9,-3,0.1,-4,-9,7,4,-6,6
CS(=O)(=O)Nc1cccc(-c2cc(NC=O)c3ncc(-c4ccc(F)c(Cl)c4)n3c2)c1,11,2,1.1,nt,nt,15,13,1,-7
Cc1nnc(NC(=O)CSc2nc3c(c(=O)n2CCc2ccccc2)SC(C)C3)s1 (configuration not stated),12,-3,1.0,-6,1,-7,2,-10,19
CCC(CC)C(=O)c1c[nH]c(C(=O)NCc2cccnc2)c1,-17,-5,0.9,-3,-6,-10,2,1,7
CCOC(=O)N1CCC(NC(=O)c2ccc3c(c2)ncn3C2CCCC2)CC1,-11,-8,1.3,-9,-16,-6,6,-11,11
O=C(O)c1ccccc1/C=N/NC(=O)C1CCCCC1,-27,-1,-0.4,-4,-7,9,4,-27,-22
CCOc1cc(N2CCOCC2)c(OCC)cc1NC(=O)c1oc2ccccc2c1C,5,-4,1.0,2,-12,-12,0,-13,11
CC(=O)OCC1OC(COC(C)=O)(c2ccc(C)cc2)C(OC(C)=O)C1OC(C)=O (configuration not stated),-3,-1,0.4,nt,nt,-10,1,-14,6
COC(=O)C1=C(C(=O)OC)[C@]2([C@@H]3CCCCN[C@@H](Cc4ccccc4)C(=O)N3Cc3ccccc3)C=C[C@H]1O2,0,-7,0.9,nt,nt,-16,13,6,1
CCOc1ccc(C2CC(c3cccc(C)c3)n3ncnc3N2)cc1 (configuration not stated),-4,0,0.2,-9,-12,9,2,-11,8
O=C(CSc1nccn(-c2ccc3c(c2)OCCO3)c1=O)Nc1ccccc1,-1,-3,0.8,-10,-6,0,1,-17,-12
CCN(/C(N)=N/c1nc(C)cc(C)n1)c1ccccc1,-2,-8,0.4,-5,-5,0,4,-7,0
Cc1cc(C)c(NC(=O)C2CCN(C(=O)c3ccco3)CC2)c(C)c1,-3,-3,0.4,-4,-1,-3,-1,-8,1
C/C(=N\NS(=O)(=O)c1cccc([N+](=O)[O-])c1)c1cccnc1,-11,-4,1.6,-24,-12,-21,-1,-4,2
CCCCn1nc(C(=O)Nc2cccc(C(=O)NC3CC3)c2)c2ccccc2c1=O,49*,-4,3.4,-9,-20,-3,9,33,-2
O=C(O)c1cc(-c2cc3ccccc3o2)nn1-c1ccccc1,-12,-5,-0.2,-7,-12,14,10,1,-15
O=C(C[C@@H]1C/C=C\C[C@H](Cc2ccc(F)cc2)C(=O)OC[C@@H]2CCCN2C1=O)N[C@H](CO)Cc1ccccc1,16,0,1.1,-7,-20,-5,18,7,-10
CCC(C)n1c(=S)[nH]c2c(sc3ccc([N+](=O)[O-])cc32)c1=O (configuration not stated),-12,-1,1.1,-3,-6,-4,10,-12,3
O=C(N1CCOCC1)N1c2ccccc2Sc2ccccc21,-4,-15,2.7,-1,-22,-21,10,0,21
Cc1cccc(NS(=O)(=O)Cc2ccccc2)c1C,-12,-4,-0.1,-10,-6,15,3,24,-25
Cn1cc([C@@H]2C[C@H]3CN(Cc4cccc(Cl)c4)C(=O)[C@]34CCCN24)c2ccccc21,-6,-10,0.8,-6,-15,-8,9,11,-1
COc1cc(Br)ccc1C1CC(=O)C(C)C(c2ccc(Br)cc2OC)N1 (configuration not stated),-5,-3,-0.1,0,-33,-14,-1,-9,18
O=[N+]([O-])c1ccc2nnn(O)c2c1,-2,-5,1.4,-5,-8,-20,1,-12,35
CCCn1c(-c2ccc(C(=O)OC)cc2)nc2c1c(=O)[nH]c(=O)n2Cc1ccccc1,-14,-2,0.1,-12,9,-4,-4,-3,-5
COc1cccc(NC(=O)N2CCC(N3CCCCC3)CC2)c1,7,-5,0.1,-15,-6,-15,-1,-21,12
COc1cc2c(=O)n(CC3CCCO3)c(=O)n(CC(=O)Nc3ccccc3)c2cc1OC (configuration not stated),-20,-5,-0.1,-2,-2,11,3,10,-8
Oc1ccccc1/C=N/n1cnnc1,-2,-1,0.3,-4,-1,-13,22,-7,15
CC(C)C(=O)Nc1ccc2c(c1)nc(CCN1CCN(c3ccccn3)CC1)n2C,-20,-9,0.2,nt,nt,-4,-1,24,9
O=C(OCC1CC(c2ccccc2Cl)=NO1)c1ccc(Br)cc1 (configuration not stated),7,-4,0.8,3,-13,-12,-1,3,22
CCN(CC)c1ccc(NC(=O)Cn2c(C(C)NC(=O)c3ccc(C)cc3)nc3ccccc32)cc1 (configuration not stated),4,-1,2.0,nt,nt,-14,1,1,20
CCCCC(=O)Nc1ccccc1N1CCOCC1,-6,-5,-0.4,0,-17,8,0,12,-10
CCNC(=O)N1C(=O)C2(OCCO2)c2cc(Br)ccc21,-4,-3,0.2,-8,3,4,1,-5,-2

# One compound at a time, from the list above. Order of values: TAAR1 antag, CHRM1 agonist, CHO-K1 Ca ag, OXTR potentiator, CHO parental Ca, CHO-K1 Ca antag, TAAR1 ag, CHRM1 antagonist, M1 PAM parental
# Cc1nnc(NC(=O)CSc2nc3c(c(=O)n2CCc2ccccc2)SC(C)C3)s1 (configuration not stated) in the list: 12, -3, 1.0, -6, 1, -7, 2, -10, 19
# COCCCNC(=O)CSc1nc2ccccc2c(=O)n1CCCC(=O)NCC1CCCO1 (configuration not stated) in the list: -2, -4, 0.7, 4, 0, -5, 12, -4, 22
# COc1cc(Br)ccc1C1CC(=O)C(C)C(c2ccc(Br)cc2OC)N1 (configuration not stated) in the list: -5, -3, -0.1, 0, -33, -14, -1, -9, 18
# CCOC(=O)N1CCC(NC(=O)c2ccc3c(c2)ncn3C2CCCC2)CC1 in the list: -11, -8, 1.3, -9, -16, -6, 6, -11, 11
# CS(=O)(=O)Nc1cccc(-c2cc(NC=O)c3ncc(-c4ccc(F)c(Cl)c4)n3c2)c1 in the list: 11, 2, 1.1, nt, nt, 15, 13, 1, -7

# Next section
mol,TAAR1 antag,CHRM1 agonist,CHO-K1 Ca ag,OXTR potentiator,CHO parental Ca,CHO-K1 Ca antag,TAAR1 ag,CHRM1 antagonist,M1 PAM parental
CCCCNC(=O)N1CCN(C/C=C/c2ccccc2)CC1,-7,-11,-0.2,-15,-4,13,1,7,-7
COCCNC(=O)COC(=O)C1=Cc2ccccc2OC1,-3,-5,0.8,-4,-11,-14,3,-6,13
Brc1ccc(C2=Nn3c(nnc3-c3n[nH]c4c3CCC4)SC2)cc1,-16,-2,7.9,-9,-6,-7,18,-3,18
COc1ccc(/C=C2\OC(=O)c3c(OC)cccc32)cc1OC,-2,-4,0.1,-12,-17,3,3,-5,3
CC(/C=N/NC(=O)Cn1cnc2ccccc21)=C\c1ccccc1,-4,-5,0.4,-7,-16,27*,0,-1,-9
COc1ccc(C(=O)NC(Cc2ccc(OC(=O)c3ccc(OC)cc3)cc2)C(=O)O)cc1 (configuration not stated),9,-5,-0.4,-10,4,-11,12,0,11
N#Cc1ccc(C(=O)OCC(=O)N2CCN(C(=O)c3ccco3)CC2)cc1,4,-2,7.4,-5,-12,-2,0,-8,5
COc1cc(C(=O)NC(=S)Nc2ccc3c(c2)C(=O)N(C)C3=O)cc(OC)c1OC,-8,-8,0.0,-7,-16,-8,2,-2,17
COc1ccc(CNC(=O)CCCC2=NS(=O)(=O)c3ccccc3N2)cc1,9,-1,-0.1,-4,-5,0,0,-5,14
Cc1ccc2cccc(S(=O)(=O)NC3CCS(=O)(=O)C3)c2n1 (configuration not stated),nt,-4,0.4,-6,-6,4,nt,9,9
COC(=O)[C@@H](NCc1cccc(CN([C@H](C(=O)OC)C(C)C)S(C)(=O)=O)c1)C(C)C,-8,-2,0.1,-6,-7,-6,4,8,8

# Outcome played no part in choosing rows. About 4.2% of those tested had a hit in this group.
